# Screening data: PubChem, Sanford-Burnham Center for Chemical Genomics
# MKP-3 inhibition: inhibition of rat DUSP6 enzyme activity – biochemical, in vitro, primary screen (AID 425) | inhibition, % at 20 µM, or IC50 in µM where a hit was titrated | recombinant MKP-3 phosphatase activity, fluorescence; higher % means a stronger effect | hit rate 0.17% among 110,000; in the data active means inhibition above about 50%;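 further: plate controls were vehicle for no effect and reference inhibitor for full effect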
# Hsp70 inhibitors: Hsp70 inhibitors, probe displacement, primary screen, biochemical, fluorescence polarization (AID 583) | hit rate 0.06% among 140,000 | displacement, % at 20 µM; hits with a dose series show IC50 in µM | Hsp70 fluorescence polarization probe displacement, mP; higher % means a stronger effect; in the data active means displacement above about 50%;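 further: plate controls were vehicle for no effect and reference ligand for full effect; a part of the inactive calls stands beside numbers as strong as those of hits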
# Starred values were filed as active, the others as inactive; x = not tested or not shown; & = joins results of further samples.
# Results follow in this order: MKP-3 inhibition | Hsp70 inhibitors
> Cc1ccc(-n2nc(C)c(NS(=O)(=O)c3ccccc3)c2C)cc1C
 : x | -1.8%
> N#Cc1cccc(C(c2nnnn2Cc2ccccc2)N2CCCC2)c1 (centres undefined)
 : 3% | 5.5%
> COc1ccc(OC)c(C2NC(=O)c3sc(=S)n(-c4ccccc4)c3N2)c1 (centres undefined)
 : -6% | -1.2%
> Cc1ccc(NC(=O)CCC(=O)O)cc1F
 : -8% | -1.4%
> COc1ccc(/C(N)=C/C(=O)C(C)(C)C)cc1
 : -7% | -1.6%
> CCOC(=O)c1c(NC(=O)c2ccc([N+](=O)[O-])cc2)sc2c1CCC(C)C2 (centres undefined)
 : 2% | 1.8%
> O=C(CCCC(=O)N(CC(=O)NC1CCCC1)Cc1ccccc1Cl)Nc1ccccn1
 : -6% | 5.1%
> Cc1ccccc1N/C(SCc1ccc(Cl)cc1)=C(/C#N)C(=O)NCc1ccco1
 : x | 3.5%
> Cc1cc(C)c2nc(N3CCCC(C(=O)NCCCN4CCOCC4)C3)sc2c1 (centres undefined)
 : x | -2.1%
> CCOC(=O)CN1C(=O)C(O)(c2c(C)[nH]c3ccccc23)c2ccccc21 (centres undefined)
 : -5% | -5.0%
> CCOC(=O)c1cnn(CCOC(=O)c2cccs2)c1NC(=O)c1cccs1
 : -5% | -0.1%
> C=CCSc1ncccc1C(=O)O
 : -4% | -0.4%
> CCn1nnnc1SCC(=O)Nc1sc(C)c(C)c1C#N
 : x | 6.0%
> O=c1[nH]c2cc3c(cc2cc1CN(CC1CCCO1)S(=O)(=O)c1ccc(Cl)cc1)OCCO3 (centres undefined)
 : -11% | -6.3%
> CCOC(=O)N1CCC(N2CC34C=CC(O3)C(C(=O)O)C4C2=O)CC1 (centres undefined)
 : 2% | -4.9%
> COc1ccc(-n2c(N)c(C(=O)NCc3ccco3)sc2=S)cc1
 : x | -0.1%
> Cc1c(N(C(=O)c2cc(=O)[nH]c3ccccc23)C(C)C)c(=O)n(-c2ccccc2)n1C
 : -4%&0% | -5.5%&-0.2%
> Cc1nc(/N=C(/N)NC(=O)Cc2ccccc2)nc2ccccc12
 : 5% | 4.4%
> Cc1cc(C)c(NC(=O)COc2ccccc2C(=O)Nc2ccc3c(c2)oc2ccccc23)c(C)c1
 : x | -1.5%
> CC1(C)CC(NC(=O)c2ccc(Cl)cc2)CC(C)(C)N1
 : 3% | 2.3%

# The last 2 compounds of the part above open the next one:
# Results follow in this order: MKP-3 inhibition | Hsp70 inhibitors
> Cc1cc(C)c(NC(=O)COc2ccccc2C(=O)Nc2ccc3c(c2)oc2ccccc23)c(C)c1
 : x | -1.5%
> CC1(C)CC(NC(=O)c2ccc(Cl)cc2)CC(C)(C)N1
 : 3% | 2.3%
> CC(=O)N1CCc2cc(S(=O)(=O)CCC(=O)NCc3ccc4c(c3)OCO4)ccc21
 : 4% | -0.8%
> Cc1cccc(C2(c3cccc(C)c3)CC2C(=O)Nc2cc([N+](=O)[O-])ccc2O)c1 (centres undefined)
 : -3% | 1.1%
> O=C(Nc1ccccc1)N(Cc1ccccc1)Cc1ccccc1
 : x | 0.6%
> c1ccc(Cn2nnnc2C(c2cccnc2)N2CCN(C3CCCCC3)CC2)cc1 (centres undefined)
 : 2% | 3.4%
> O=C(NCC1(c2ccccc2)CCCC1)c1ccccc1Cl
 : 1% | -5.6%
> CC(=O)N1CCN(c2ccc(C(=O)c3cccc(F)c3)cc2)CC1
 : 2% | -7.5%
> CCC(C)NC(=O)CCCc1ccccc1 (centres undefined)
 : x | 3.6%
> CCCc1[nH]nc2c1C(c1cn[nH]c1-c1ccc(F)cc1)C(C#N)=C(N)O2 (centres undefined)
 : 1% | -2.0%
> COC(=O)c1cc(NC(=O)Cc2ccccc2)cc(C(=O)OC)c1
 : 1% | -2.0%
> O=C(Nc1ccccc1)C1C2C3CCC(C3)C12 (centres undefined)
 : 0% | 1.2%
> CCOC(=O)c1c(C)n(C)c2c(C)cc(O)c(OC(=O)CC)c12
 : -8%&5% | -1.2%&0.9%
> COc1ccc(C=C2C(=O)N(c3ccccc3)C(=S)N(c3ccccc3)C2=O)c(OC)c1
 : 2% | 2.9%
> CCCC1=NN2C(=N)/C(=C/c3ccc(-c4ccc(C(=O)OCC)cc4)o3)C(=O)N=C2S1
 : 1% | 2.9%
> C=CCn1c(SCC(=O)c2ccc(Br)cc2)nc2sc3c(c2c1=O)CCN(C)C3
 : 5% | -8.2%
> CCOc1ccccc1N1CCN(C(=O)Nc2ccc(F)c(Cl)c2)CC1
 : -11% | -3.4%
> Cc1cc(C(F)F)nn1CC(=O)N1CCSCC1
 : x | -1.0%
> O=C(Nc1cccc2ccccc12)C1CCN(C(=O)Cc2ccccc2)CC1
 : x | -2.0%
> CCn1c(CCNC(=O)c2cccs2)nnc1SCC(=O)Nc1ccc(Cl)cc1
 : x | 4.2%
> C=CCC(CC=C)(NC(=O)/C=C/c1ccccc1)c1ccccc1
 : 4% | 0.4%
> CC1CCCCN1C(=O)Cn1nnc(-c2cccnc2)n1 (centres undefined)
 : -8% | 36%

# A draw from above in order of length of the SMILES, descending.
# Results follow in this order: MKP-3 inhibition | Hsp70 inhibitors
> Cc1c(N(C(=O)c2cc(=O)[nH]c3ccccc23)C(C)C)c(=O)n(-c2ccccc2)n1C
 : -4%&0% | -5.5%&-0.2%
> Cc1cccc(C2(c3cccc(C)c3)CC2C(=O)Nc2cc([N+](=O)[O-])ccc2O)c1 (centres undefined)
 : -3% | 1.1%
> C=CCn1c(SCC(=O)c2ccc(Br)cc2)nc2sc3c(c2c1=O)CCN(C)C3
 : 5% | -8.2%
> N#Cc1cccc(C(c2nnnn2Cc2ccccc2)N2CCCC2)c1 (centres undefined)
 : 3% | 5.5%

# Profiles as entered above. Screens in order: MKP-3 inhibition, Hsp70 inhibitors
# `CC1CCCCN1C(=O)Cn1nnc(-c2cccnc2)n1` (centres undefined) in the list: -8%, 36%
# `CC(=O)N1CCN(c2ccc(C(=O)c3cccc(F)c3)cc2)CC1` in the list: 2%, -7.5%
# `CCn1c(CCNC(=O)c2cccs2)nnc1SCC(=O)Nc1ccc(Cl)cc1` in the list: x, 4.2%

# Later entries
# Results follow in this order: MKP-3 inhibition | Hsp70 inhibitors
> CCOc1ccc2nc(SCC(=O)c3ccc(C)cc3C)sc2c1
 : 1% | 4.8%
> COc1ccc(NC(=O)CSc2nc3ccc(N4C(=O)c5ccccc5C4=O)cc3s2)cc1
 : 5% | -4.4%
> Cc1cc2nn(-c3ccccc3)nc2cc1NC(=O)c1cccs1
 : -6% | -3.7%
> Cc1nc2c(C(=O)N3CCCCC3)cnn2c(C)c1Cc1ccccc1F
 : 0% | 12%
> COc1ccc(NS(=O)(=O)c2cccc([N+](=O)[O-])c2)c(OC)c1
 : 4% | 0.4%
> CCOc1ccc(NC(=O)CSc2nnc(C)n2CCCOC)cc1
 : -5% | -4.0%
> CCOC(=O)Cn1nc(-c2ccccc2)c2ccccc2c1=O
 : 2% | 4.5%&-3.4%
> CCC(C)(C(=O)NC1CCCC1)N(C(=O)CNC(C)=O)c1ccc(C)cc1 (centres undefined)
 : 4% | 4.2%
> CN(CC(=O)N1CC(=O)N(CCc2ccccc2)C(=O)C1)S(=O)(=O)c1cccc2nsnc12
 : -5% | -0.9%
> COc1cc(NC(=O)c2cc3c(=O)n(C)c4ccccc4c3n2C)cc(OC)c1OC
 : -11% | -3.5%
> COC(=O)C1=CN(C(C)C)C=C(C(=O)OC)C1c1cc(Br)c(OC)c(OC)c1
 : x | 3.0%
> CC(=O)Nc1cccc(NC(=O)CSc2nc(C)c(C)c(C)c2C#N)c1
 : -1% | 3.0%
> CC(=O)Oc1ccc2ccccc2c1C(NC(=O)Cc1ccccc1)c1ccco1 (centres undefined)
 : 3% | -0.4%
> COc1ccccc1CN1CCSCC1
 : x | -3.7%
> Cc1ccccc1NC(=O)Cc1cn(C)c2ccccc12
 : x | -0.8%
> C=CCNC(=O)C(C#N)c1nc2ccccc2nc1N1CCCCCC1 (centres undefined)
 : 7% | 16%
> CCNC(=O)C(=O)Nc1ccc(Cl)cc1
 : 3% | 0.3%
> CC1(C)N=C(/C=N/O)CN1O
 : -2% | -4.5%
> O=C1NC(=S)N(c2ccccc2)C(=O)/C1=C/c1cccn1-c1ccccc1
 : 2% | -1.4%
> CCCCCCNc1nc(NCc2ccco2)nc(OCC)n1
 : x | -2.4%

# Continued.
Compound,MKP-3 inhibition,Hsp70 inhibitors
O=C1CC(c2c[nH]c3ccccc23)C(=O)N1 (centres undefined),-3%,-1.6%
CCN=C(NCC)SC1CC(=O)N(c2ccc(OC)cc2)C1=O (centres undefined),x,0.1%
Cn1c(-c2ccccc2)cccc1=O,-3%,4.3%
CCOc1ccc(Cn2nnc(C(=O)NCc3ccc(OC)cc3)c2N)cc1,1%,-4.0%
CCS(=O)(=O)Nc1c(C(=O)OC)[nH]c2ccccc12,-9%,-2.2%
CCOC(=O)C(=CNc1cc(OC)c(Cl)cc1OC)C(=O)OCC,2%,-0.5%
COc1ccc(/C=C/C(=O)N2CCC(CN3C(=O)c4cccc5cccc(c45)C3=O)CC2)cc1OC,2%,0.7%
CCn1cc(C(=O)OCc2ccccc2)c(=O)c2ccc(C)nc21,1%,-3.3%
Cc1cc(C)c(N2C(=O)c3ccccc3C2=O)c(C)c1,-5%,3.2%
COC(=O)c1nn(-c2ccc3c(c2)OCO3)cc1O,x,1.6%
O=C(NCCc1ccccc1)C(c1ccncc1)N(C(=O)c1csnn1)C1CC1 (centres undefined),x,-0.2%
c1ccc(-c2n[nH]c(-c3ccccc3)c2-c2nc3ccccc3[nH]2)cc1,x,2.6%
C/C(Cl)=C/Cn1c(SCCN2CCOCC2)nc2c1c(=O)[nH]c(=O)n2C,-9%,-3.1%
Cn1c2ccc(F)cc2c2ncn(Cc3ccco3)c(=O)c21,x,-3.8%
COc1ccc(C(=O)c2ccc(OC)c(OC)c2)cc1OC,-8%,8.4%
COc1ccc(N(CC(=O)Nc2cccc(Cl)c2)S(=O)(=O)c2ccc(OC)c(OC)c2)cc1,0%,1.5%
COc1ccc(C=NCC2COc3ccccc3O2)cc1OC (centres undefined),0%,-3.4%&-2.9%
CC(C)CCSc1nc2sc3c(c2c(=O)n1Cc1ccccc1)CCC3,0%,-2.2%
CCOC(=O)C1=NN(c2ccc(F)cc2)C2=NC(C)=C(C(=O)OC)C(c3cccs3)N12 (centres undefined),x,0.4%
CNC(=O)C1C2C=CC3(O2)C1C(=O)N(C1CC1)C3C(=O)NCc1ccc(OC)cc1 (centres undefined),5%,5.4%

# Continued.
Compound,MKP-3 inhibition,Hsp70 inhibitors
COC(=O)CSC1=C(C#N)C(c2ccccc2OC)C(C(=O)OC)C(=O)N1 (centres undefined),-9%,1.0%
Cc1c(C(=O)N2CCCCC2)sc(NC(=O)C(C)C)c1C#N,-6%,5.7%
Cc1cc(C)c(S(=O)(=O)N2CCC(C(=O)NCc3ccco3)CC2)c(C)c1,x,-1.3%
CCOc1ccc(N2CC(C(=O)Nc3cccc(C)c3C)CC2=O)cc1 (centres undefined),-4%,-0.3%
CC(=O)N1c2ccc(S(=O)(=O)CCC(=O)O)cc2CC1C (centres undefined),10%,5.3%
COc1ccc(C2c3c(oc4ccc(F)cc4c3=O)C(=O)N2CCN2CCOCC2)cc1OC (centres undefined),1%,-0.8%
Cc1cc(/C=C2\C(=O)NC(=O)N(c3ccccc3F)C2=O)c(C)n1C,-4%,3.5%
Cc1ccc(-c2csc(/C(C#N)=C/c3cccc4ccccc34)n2)cc1,5%,-1.5%
CC(=O)C1=C(O)CC(C)(C)CC1=NCCc1ccccc1,2%,3.2%
COC(=O)CNC(=O)CN1C(=O)N(c2ccc(Cl)cc2)C(N(O)C(=O)Nc2ccc(Cl)cc2)C1(C)C (centres undefined),x,6.5%
Cc1ccc(S(=O)(=O)NC2=NCN(C3CCN(Cc4ccccc4)CC3)CN2)cc1,-12%,3.8%
COc1ccc(-n2nc3cc(C)c(NC(=O)c4ccc5c(c4)OCCO5)cc3n2)cc1,-2%,-6.9%
COc1ccc(N(CC(=O)Nc2ccc(C)cc2)S(C)(=O)=O)cc1Cl,-1%,0.3%
Cc1ccc(OCCOc2ccccc2/C=C2/SC(=S)N(C)C2=O)cc1,-2%,-7.1%
Cc1cccc(C)c1N1C(=O)CC(N(O)c2ccccc2)C1=O (centres undefined),-6%,1.7%
Cc1ccc(O)c2nc(/C=C/c3ccccc3N)ccc12,-3%,-2.1%
Fc1ccc(-c2csc(Nc3ccc4c(c3)OCO4)n2)cc1,0%,2.1%
O=C1CS/C(=N/N=C/c2ccccc2[N+](=O)[O-])N1,-1%,4.1%
Cn1cc(SCC(=O)Nc2ccc3c(c2)OCO3)c2ccccc21,-2%,3.8%
CCOc1ccc(-c2nnn(CC(=O)NCc3ccc(F)cc3)n2)cc1OCC,-4%,1.5%

# (further entries)
Compound,MKP-3 inhibition,Hsp70 inhibitors
CCOC(=O)c1c(N)sc2c1CCCCCC2,-1%,2.2%
CC1Oc2ccccc2N(Cc2ccccc2Cl)C1=O (centres undefined),-2%,1.3%
COc1ccc(C(=O)NC2CCCCCC2)cc1S(=O)(=O)N1CCCc2ccccc21,x,5.9%
O=C1c2ccccc2NC(c2ccc(F)cc2)N1c1ccc(Cl)cc1 (centres undefined),6%,3.6%
O=C(CN1CCCCC1)Nc1ccc(S(=O)(=O)N2CCOCC2)cc1,x,-0.4%
CSc1ccc(S(=O)(=O)NCCSc2nc3ccccc3s2)cc1,4%,-4.8%
COc1cccc2c(=O)c(C/C=C(/C)Cl)c(C)[nH]c12,-4%,11%
CCOc1cc(NC(=O)C2CCCO2)c(OCC)cc1NC(C)=O (centres undefined),-2%,4.5%
CCOC(=O)Cc1c(C)nc2c(C#N)c(C)nn2c1C,-16%,1.3%
CCOc1cc(/C=C2\SC(=S)N(NC(=O)c3ccccc3Br)C2=O)ccc1O,4%,-0.9%
COc1ccc(Cc2nc(-c3ccccc3)no2)cc1,-2%,-2.9%
C[n+]1ccc(/C=C/c2ccc(O)cc2)cc1,5%,0.2%
COc1cccc(OC)c1C(=O)NC(=S)Nc1ccc2c(c1)Cc1ccccc1-2,x,0.3%

# Only part of the results is shown. The share of hits here may be higher or lower than overall.
